All columns: NCI-60 one-dose screen, growth in % after 48 h at 10 µM unless noted; 100 = growth as untreated, 0 = no growth, -100 = all killed.
HCC-2998: HCC-2998 colon cancer; 79,000 tested, 4.7% active
HCT-116: HCT-116 colon cancer; 82,000 tested, 7.3% active; AID 1794798
HT29: HT29 colon cancer | 81,000 tested, 7.4% active
COLO 205: COLO 205 colon cancer | 79,000 tested, 7.3% active | AID 1794742
SNB-75: SNB-75 CNS cancer. AID 1794750. 79,000 tested, 5% active
HCT-15: HCT-15 colon cancer; 82,000 tested, 5.2% active; AID 1794746
A498: A498 renal cancer cells; 76,000 tested, 5.4% active; AID 1794774
KM12: KM12 colon cancer cells; 82,000 tested, 5% active
SW-620: SW-620 colon cancer; 82,000 tested, 5.2% active
Active calls of the source: *; / = no result given; & = joins results of further samples. Rule for the calls: active = growth percent below 10; inactive = the rest.

SMILES	HCC-2998	HCT-116	HT29	COLO 205	SNB-75	HCT-15	A498	KM12	SW-620
O=C(CSc1nc2ccc([N+](=O)[O-])cc2[nH]1)Nc1cccc(Cl)c1	34	15	21	26	24	23	5.5*	24	40
O=C(Nc1ccnc(F)c1)[C@H](O)[C@@H](O)C(=O)N1CCOCC1	100	97	101	/	97	98	48	101	95
Cn1ncc(CC(=O)O)c1-n1cnc2cc(Cl)ccc2c1=O	/	112	113	112	93	92	117	100	106
CCOC(=O)c1cc(C(C)=O)c2cc(C)ccn12	108	101	109	123	97	108	65	107	98
O=[N+]([O-])c1ccc(/C=C/C=C/c2ccccc2)c(Cl)c1	97	77	90	119	94	/	89	95	98
O=C1c2cc([N+](=O)[O-])ccc2-c2ccc([N+](=O)[O-])cc21	111	80	101	100	85	98	96	99	87
COC(=O)[C@H]1CCCN1C[C@@H](O)CN1C(=O)/C(=C\c2cc(OC)c(OC)c(OC)c2)c2ccccc21	102	93	110	121	86	98	113	99	96
c1ccc(-c2[nH]c(-c3nccc4ccccc34)c(-c3ccccc3)c2-c2ccccc2)cc1	112	81	99	106	88	92	94	105	99
CC(C)C1=NOC(=O)C1=Cc1cn(-c2ccccc2)nc1-c1ccc(Cl)cc1	72	50	68	100	84	65	91	92	61
COc1cccc2c(=O)c(C(=O)O)c[nH]c12	108	101	101	104	85	105	127	103	107
COC(=O)CC[C@H](C)[C@H]1CC[C@H]2[C@@H]3CC[C@@H]4C(c5nc6ccc(F)cc6[nH]5)=C(Cl)CC[C@]4(C)[C@H]3CC(=O)[C@]12C	103	27	79	54	80	40	73	65	77
CC(=O)OCCN1CCN(CCCN2c3ccccc3Sc3ccc(C(F)(F)F)cc32)CC1	57	75	30	85	62	86	66	/	82
CN(C)c1ccc(N=Cc2ccc(N3CCOCC3)cc2)cc1	54	68	84	3.7*	81	77	92	60	44
COc1cc(C2c3cnn(C(C)(C)C)c3N=C3NC(=O)N(c4ccc(Cl)cc4)C32)cc(OC)c1OC (configuration not stated)	113	98	100	119	91	101	110	103	101
CCOC(=O)C1=C(CC(O)c2ccc(OC)cc2OC)NC(=O)NC1c1ccccc1 (configuration not stated)	91	89	100	126	87	110	122	115	115
O=S(=O)(Nc1nc(-c2nc(-c3ccccc3)no2)cs1)c1cc(Cl)cc(Cl)c1	103	84	104	/	85	101	100	91	96
N#CC[C@H](C1CCCC1)n1cc(-c2ncnc3[nH]ccc23)cn1	86	39	63	37	34	90	64	19	73
O=C1/C(=C/c2ccccc2)COc2ccc(O)c(O)c21	106	100	112	113	94	94	108	106	111
O=C(O)c1ccc(-c2nn(-c3ccc(C(F)(F)F)cc3)cc2CNc2cccc(C(=O)O)c2)cc1	106	107	113	124	94	105	/	103	109
OB(O)c1cccc(-c2nc3ccc4[nH]ncc4c3c3c2CCCC3)c1F	71	21	45	39	/	35	13	29	35
COc1ccc(/C=C/C(=O)c2cccc(B(O)O)c2)cc1O	54	3.2*	70	98	9.3*	12	52	3.4*	9.6*
CC(C)(C)NC(=O)C(OC(=O)c1cccc(Cl)c1)c1ccc(Cl)cc1 (configuration not stated)	107	75	88	103	103	103	83	100	103
Cc1cccc(N=C2C(=O)NC(=O)NC2=O)c1	109	112	/	100	91	125	106	114	103
C/C(=N\N=C(/C)c1ccc(Br)s1)c1ccc(Br)s1	105	98	103	120	91	94	92	97	96
COc1ccc2c(=O)c(C)c(C(=O)N[C@@H](Cc3ccccc3)C(O)C(=O)NCc3ccccc3)oc2c1 (some centres not stated)	105	107	105	107	/	99	100	111	112
CCCCCCCCCCCCCCCCCC(=O)Oc1ccc2ccccc2c1	106	79	102	107	78	104	115	95	101
COc1ccc2oc(=O)cc(Cc3cn4ccccc4nc3=O)c2c1	104	104	99	105	85	103	98	99	103
C[C@H]1[C@H](C)CC[C@]2(C(=O)O)CC[C@]3(C)C(=CC[C@@H]4[C@@]5(C)C[C@@H](Cc6cn([C@@H]7O[C@H](CO)[C@@H](O)[C@H](O)[C@H]7O)nn6)[C@H](O)C(C)(C)[C@@H]5CC[C@]43C)[C@H]12	107	92	98	105	88	102	81	108	98
O=C1CC(c2ccc(Cl)c(Cl)c2)c2cc3c(cc2N1)OCO3 (configuration not stated)	86	70	82	94	94	65	69	58	72
CC(=O)N(c1ccccc1C)c1ccccc1C	102	102	102	102	90	101	95	106	110
COc1ccc(C2=NN(/C=C3\SC(=O)NC3=Nc3ccc(OC(C)=O)cc3)C(c3ccc(F)cc3)C2)cc1 (configuration not stated)	105	107	103	105	95	107	118	106	97
CCCCCCCCCCCCCCCCCC(=O)NCO	94	96	99	119	110	105	/	100	105
CCN1CCC(Nc2ccnc3cc(Cl)ccc23)CC1	94	82	45	54	61	82	96	108	74
O=C(N/N=C/c1ccnc2ccccc12)c1cc(O)c(O)c(O)c1	112	96	112	108	90	99	72	112	103
N#CCCN1C/C(=C/c2ccccc2)C(=O)/C(=C/c2ccccc2)C1	-81*	-82*	-49*	59	62	-56*	106	/	-25*
CC12CCC(=O)C=C1CCCC2=O (configuration not stated)	100	100	112	/	94	107	104	112	112
COc1ccc(/C=C\c2cc(OC)c(OC)c(OC)c2)cc1OCC(=O)Nc1nc2ccccc2s1	36	5.1*	2.0*	6.7*	30	23	25	5.8*	30
COc1ccc(CCNC(=S)/N=C\C2=C(O)c3ccccc3C2=O)cc1OC	112	102	111	98	90	105	93	97	102
CN(C)CCC(=O)c1ccc(-c2ccccc2)cc1	95	105	103	108	95	102	104	97	107
CC1=NC2=NN3C=C(c4ccccc4)N(N)C3=NN2C(c2ccccc2)=C1	112	101	108	112	122	107	103	104	106

Taken from above:
`CC(C)(C)NC(=O)C(OC(=O)c1cccc(Cl)c1)c1ccc(Cl)cc1` (configuration not stated) in SW-620 shows 103
`CC(=O)N(c1ccccc1C)c1ccccc1C` in SNB-75 shows 90
`N#CCCN1C/C(=C/c2ccccc2)C(=O)/C(=C/c2ccccc2)C1` in HCT-116 shows -82*
`COc1ccc(/C=C/C(=O)c2cccc(B(O)O)c2)cc1O` in COLO 205 shows 98
`CCN1CCC(Nc2ccnc3cc(Cl)ccc23)CC1` in COLO 205 shows 54
`Cc1cccc(N=C2C(=O)NC(=O)NC2=O)c1` in KM12 shows 114
`COc1ccc(C2=NN(/C=C3\SC(=O)NC3=Nc3ccc(OC(C)=O)cc3)C(c3ccc(F)cc3)C2)cc1` (configuration not stated) in COLO 205 shows 105

Next section.
SMILES	HCC-2998	HCT-116	HT29	COLO 205	SNB-75	HCT-15	A498	KM12	SW-620
Cc1cc(C)c2sc(=O)n(Cc3nnc(SCCC(=O)O)o3)c2n1	104	103	110	124	103	100	/	106	103
O=C(O)c1ccc(-n2cc(CNc3cc(F)c(F)c(F)c3)c(-c3cccc(F)c3)n2)cc1	87	86	106	126	106	47	99	97	105
CC(C)CC1NC(=O)C(CCCN)NC(=O)C(C(C)C)NC(=O)C2CCCN2C(=O)C(Cc2ccccc2)NC(=O)C(CC(C)C)NC(=O)C(CCCN)NC(=O)C(C(C)C)NC(=O)C2CCCN2C(=O)C(Cc2ccccc2)NC1=O (configuration not stated)	-36*	-92*	-52*	-90*	-82*	7.8*	-70*	-75*	-76*
COc1ccc([C@H]2[C@H](C(=O)Nc3ncccn3)c3ccccc3C(=O)N2c2ccccc2)cc1	87	60	80	61	85	82	/	58	88
Cc1cc(O)ccc1SC#N	75	100	103	102	99	103	90	97	94
O=S(=O)(O)CC(O)CN(CCO)CCO (configuration not stated)	112	98	/	109	85	101	104	116	115
CNCCc1ccccn1	106&107	94&109	96&109	102&114	104&118	96&109	98&92	101&107	97&103
Cc1nc2c(-c3ccc(Cl)cc3)nc3ccc(Cl)cc3c2c(=O)n1N	404	91	96	102	100	102	167	102	99
CCOC(=O)c1csc(CCNC(=O)c2ccccc2)n1	111	96	102	117	99	100	107	104	99
O=C(NO)c1cc(=O)[nH]o1	110	98	102	101	87	99	103	103	104
Cc1cc(N=C2C=CC(=O)C=C2)c(C(C)C)cc1O	109	110	108	107	/	108	98	104	105
CC1COc2c(N3CCN(C)CC3)c(F)cc3c(=O)c(C(=O)NNC(=S)Nc4cccc(C(F)(F)F)c4)cn1c23 (configuration not stated)	111	99	107	108	105	94	99	104	107
CC(C)CCC[C@@H](C)[C@H]1CCC2C3=CCn4c(=O)ccc(=O)n4C3CC[C@@]21C (some centres not stated)	-93*	-100*	-64*	/	-100*	-45*	-95*	-98*	-65*
Cc1nc(Cl)nc(Cl)c1[N+](=O)[O-]	112	122	114	110	86	106	117	111	110
CC(=O)NCCCOc1ccc([N+](=O)[O-])cc1Cl	105	107	103	136	94	102	116	109	111
CC1=NN(c2ccccc2Cl)C(=O)/C1=C\c1cn(S(=O)(=O)c2ccc(C)cc2)c2ccccc12	88	88	122	142	89	105	117	109	98
Cc1noc(C)c1C(=O)Nc1n[nH]c(C)c1-c1ccccc1	96	105	86	117	73	105	101	102	99
C/C=N/NC(=O)OCC	100	97	102	111	106	107	62	111	102
COc1cc(C2CC(c3ccc(Cl)cc3)=NN2C=O)ccc1Oc1nc2c(c(=O)n(C)c(=O)n2C)n1C (configuration not stated)	85	75	74	112	77	92	73	98	103
COc1cc(/C=N/NC(=O)CSc2nc3ccccc3c(=O)n2CCc2ccccn2)cc(OC)c1OC	104	103	89	101	88	98	85	96	110

Sorted by molar mass (falling): part of the list above.
SMILES	HCC-2998	HCT-116	HT29	COLO 205	SNB-75	HCT-15	A498	KM12	SW-620
COc1cc(C2CC(c3ccc(Cl)cc3)=NN2C=O)ccc1Oc1nc2c(c(=O)n(C)c(=O)n2C)n1C (configuration not stated)	85	75	74	112	77	92	73	98	103
O=C(O)c1ccc(-n2cc(CNc3cc(F)c(F)c(F)c3)c(-c3cccc(F)c3)n2)cc1	87	86	106	126	106	47	99	97	105
Cc1cc(N=C2C=CC(=O)C=C2)c(C(C)C)cc1O	109	110	108	107	/	108	98	104	105
Cc1cc(O)ccc1SC#N	75	100	103	102	99	103	90	97	94

Other structures:
SMILES	HCC-2998	HCT-116	HT29	COLO 205	SNB-75	HCT-15	A498	KM12	SW-620
Nc1cc(Cl)cc2c1-c1ccc(Cl)cc1C2	102	94	100	117	84	82	92	104	105
O=C1C(=O)c2ccccc2C(O)=C1CCCCCCCCCCBr	112	101	109	111	87	98	75	107	93
CSc1ccncc1C(O)c1cccc(C(F)(F)F)c1 (configuration not stated)	104	96	108	114	87	101	67	102	103
CCOC(=O)C(C)NCc1ccccc1 (configuration not stated)	101	96	122	110	90	103	104	108	109
O=c1nc(Oc2ccccc2)nc2ncccn12	105	81	98	101	71	87	85	92	85
Cn1c(=O)c2c(nc(/N=C/c3ccc([N+](=O)[O-])cc3)n2C)n(C)c1=O	97	100	/	111	98	98	98	107	/
Cc1cc2c(=O)[nH]c(N)nc2[nH]1	116	96	103	107	84	99	102	101	107
O=C1Nc2ccccc2C1=Nc1ccccc1-c1ccccc1	69	50	75	84	82	57	/	53	57
Nc1nonc1-c1nc2ccccc2n1Cc1ccc(F)cc1	59	30	17	43	32	30	42	31	25
COc1cc2c(c(OC)c1OC)C(=O)CC(c1cccc(NC(=O)c3cc(NC(=O)[C@H](Cc4ccccc4)NC(=O)OC(C)(C)C)ccc3C)c1)O2 (some centres not stated)	104	95	105	119	79	106	91	104	107
COCCNC1=C(Cl)C(=O)c2ccccc2C1=O	95	87	101	110	74	90	81	83	/
COc1ccc2[nH]c(=O)c(CN3CCN(c4nccc(-c5ccc(Cl)cc5)n4)CC3)cc2c1	105	86	78	96	100	92	/	91	90
C/C(=N\NC(N)=S)C(C)(C)O	102	6.4*	61	119	91	101	92	100	77

Screening data from PubChem.
